D1 potentiator = enhances dopamine response at the human D1 receptor; AID 504651; actives 0.036% (n = 360,000); potentiation, % at 10 µM; P21728; HEK293 TREx D1 cells, calcium flux, dopamine EC20 potentiation; in the data active means potentiation above about 30%; further: 0% is about no effect
Target sequence (P21728 whole entry, looked up): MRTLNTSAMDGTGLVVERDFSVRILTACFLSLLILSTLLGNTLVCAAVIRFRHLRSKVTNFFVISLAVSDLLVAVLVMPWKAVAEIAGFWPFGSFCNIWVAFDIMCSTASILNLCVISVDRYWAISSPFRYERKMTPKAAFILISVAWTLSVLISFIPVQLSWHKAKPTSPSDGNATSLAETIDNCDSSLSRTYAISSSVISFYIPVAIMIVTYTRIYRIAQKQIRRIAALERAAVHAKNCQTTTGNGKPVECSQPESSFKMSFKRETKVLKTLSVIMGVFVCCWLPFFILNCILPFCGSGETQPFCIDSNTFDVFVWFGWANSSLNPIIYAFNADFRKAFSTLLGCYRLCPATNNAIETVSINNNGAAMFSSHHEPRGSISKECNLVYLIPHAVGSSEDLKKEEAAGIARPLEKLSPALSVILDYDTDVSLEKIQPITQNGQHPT
D1 antag = antagonists of human D1 dopamine receptor; actives 3.2% (n = 360,000); AID 504652; activity change, negative = inhibition, % at 10 µM; P21728; HEK293 TREx D1 cells, calcium flux, dopamine EC80; stronger effect = lower value; in the data active means activity change below about -30%; further: on the % scale 0 is the no-effect control and ±100 the full control effect
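Antagonism measured as reduced calcium response to an EC80 dopamine addition following 180 s compound pre-read; cells were inducible HEK293 Trex D1 plated overnight at 30 C, read kinetically at 1 cycle/sec.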
TRHR agonist = activates the human TRH receptor | P34981 | TRHR cells, calcium flux fluo-8, FDSS agonist mode | activation, % at 2 µM | actives 0.18% (n = 360,000); further: 0% is about no effect
Target sequence (P34981 whole entry, looked up): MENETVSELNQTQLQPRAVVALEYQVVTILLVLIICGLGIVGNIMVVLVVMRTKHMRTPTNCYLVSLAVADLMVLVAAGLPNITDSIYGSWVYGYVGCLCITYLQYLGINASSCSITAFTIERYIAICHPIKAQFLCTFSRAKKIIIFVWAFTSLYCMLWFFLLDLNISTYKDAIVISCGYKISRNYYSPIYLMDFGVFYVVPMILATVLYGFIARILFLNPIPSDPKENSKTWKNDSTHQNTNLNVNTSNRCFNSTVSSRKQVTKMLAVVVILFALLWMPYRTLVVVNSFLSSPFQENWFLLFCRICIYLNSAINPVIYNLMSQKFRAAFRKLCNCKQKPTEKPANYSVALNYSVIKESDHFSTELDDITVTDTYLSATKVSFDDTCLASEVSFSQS
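Read-out: compound-evoked intracellular calcium rise in TRHR cells, fluo-8 dye, kinetic FDSS fluorescence at 1 s/cycle following a 10-cycle baseline. Cells cultured overnight before dye loading (30 min–1.5 h, RT).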
RXFP1 antagonist = antagonists of human relaxin receptor RXFP1; actives 0.59% (n = 350,000); HEK293-RXFP1, relaxin-stimulated cAMP HTRF, 30 min; stronger effect = lower value; activity change, negative = inhibition, % at 57.5 µM; Q9HBX9;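 active means activity change of -60% or lower, but not beyond a set lower limit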; further: on the % scale 0 is the no-effect control and ±100 the full control effect
D2 antag = antagonists of human D2 dopamine receptor; P14416; HEK293 TREx D2 cells, calcium flux, dopamine EC80; inhibition, % at 10 µM; actives 2% (n = 340,000); in the data active means inhibition above about 30%; further: 0% is about no effect
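Calcium mobilization kinetics were recorded at 1 s intervals in tetracycline-induced HEK293 T-REx D2 cells, first for 180 s after compound addition and then 180 s after EC80 dopamine.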
D2 potentiator = D2 dopamine receptor (human) potentiation; P14416; HEK293 T-REx D2, calcium flux, EC20 dopamine potentiation; potentiation, % at 10 µM; actives 0.34% (n = 340,000); AID 485347;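 active means potentiation over 3 SD above the plate norm, cut at about 30% in these data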; further: 0% is about no effect
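Tetracycline-induced HEK293 T-REx cells force-coupled to calcium signalling expressed D2; compounds were pin-added after a 10 s baseline, read kinetically 180 s, then an EC20 dopamine challenge followed with a further 180 s calcium read.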
D2 agonist = agonists of human D2 dopamine receptor | P14416 | HEK293 T-REx D2 cells, calcium flux agonist mode | activation, % at 2 µM | actives 0.53% (n = 340,000) | AID 485358;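 active means activation over 3 SD above normal in the single-dose calcium agonist read, cut at about 30% in these data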; further: 0% is about no effect
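Tetracycline-induced HEK293 T-REx cells with force-coupled D2 receptor, plated overnight at 30 C, loaded with no-wash calcium dye. After a 10 s baseline, compound was pin-added and calcium flux read kinetically for 180 s; calcium rises flagged agonists.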
TRHR PAM = TRH receptor (human) allosteric enhancement; P34981; TRHR cells, fluo-8 calcium fluorescence, EC20 TRH enhancement; enhancement, % at 2 µM; actives 0.66% (n = 360,000); in the data active means enhancement above about 30%; further: 0% is about no effect
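Enhancer read-out: after compound pinning and an initial kinetic agonist-mode read, an EC20 of TRH (10 nM final) was injected and fluo-8 calcium signal (Ex 480/Em 530) followed at 1 s/cycle for 100 cycles in TRHR-expressing cells.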
D1 agonist = agonists of human D1 dopamine receptor. P21728. HEK293 T-REx D1 cells, calcium flux, agonist mode. activation, % at 2 µM. actives 1% (n = 360,000). AID 504660; further: 0% is about no effect
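Tetracycline-induced HEK293 TREx D1 cells, force-coupled to calcium signalling, were dye-loaded with a no-wash calcium kit. Compound was pin-added after a 10 s baseline. Fluorescence was read kinetically at 1 cycle/s for 180 s, with calcium rises flagged as agonism.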
* marks the source's active call; other numbers are inactive results; . = not tested or not shown. Unless noted, no stated cut-off is given here; in the data, active means activation above about 30%; inactive means the rest.

SMILES	D1 potentiator	D1 antag	TRHR agonist	RXFP1 antagonist	D2 antag	D2 potentiator	D2 agonist	TRHR PAM	D1 agonist
NC(=O)CCC(NS(=O)(=O)c1ccc(Cl)cc1)C(=O)NCc1ccccc1Cl (configuration not stated)	0	-10	-0.1	.	-10	-4	0.2	-3	1
O=C(O)C1C2C=CC(C2)C1C(=O)Nc1cccc(Cl)c1 (configuration not stated)	7	13	-0.2	-5	-11	-1	-0.5	-5	0
Cc1c(C#N)c2ccccc2n1CC(=O)NCc1ccccc1	-7	1	0.3	-2	5	-2	-1.5	-5	-2
CCCSC1=C(C#N)C(c2ccccc2C)CC(=O)N1 (configuration not stated)	-3	-26	-0.7	-1	7	4	-1.0	6	1
CCOc1ccc(NC(=O)N2CCC(n3nnc4cc(C)ccc43)CC2)cc1	-6	-28	-0.9	-15	-17	6	-6.0	2	-1
N#CC(C#N)=C1c2cc(S(N)(=O)=O)ccc2-c2ccc(S(N)(=O)=O)cc21	-3	-13	-0.3	4	-9	6	2.4	-2	5
CCOC(=O)C(NCCc1ccccc1F)(NC(C)=O)C(F)(F)F (configuration not stated)	-3	-5	-0.6	1	-12	9	-1.1	13	2
O=C(Cc1csc(NC(=O)Nc2ccc(Cl)cc2)n1)NC1CCCC1	-9	-10	-0.2	-2	6	18	0.3	1	24
COc1ccccc1NC(=O)C(C)Sc1nccn1C (configuration not stated)	0	0	-0.2	4	5	0	0.3	3	1
Cc1ccc(N2C(=O)C3C4CCC(O4)C3C2=O)c(OC(F)F)c1 (configuration not stated)	-5	27	0.1	-10	10	13	0.4	1	3
O=[N+]([O-])c1ccc2c(c1)OCCOCCOCCOCCOCCOCCO2	-4	-2	-1.2	-1	6	10	-0.5	0	1
NC(=S)N=Nc1c(O)n(Cc2ccc(Br)cc2)c2ccccc12	-7	-13	0.7	-28	1	-3	0.0	-9	2
O=C(Nc1cccc(S(=O)(=O)N2CCCCC2)c1)c1ccccc1NS(=O)(=O)c1ccc(F)cc1	-8	-52*	-0.2	13	.	8	.	-8	41*
CCCCCN(C(=O)CCC(=O)OCC(=O)N1C(C)CCCC1C)c1c(N)n(CCCC)c(=O)[nH]c1=O (configuration not stated)	-2	-14	-0.3	-11	-8	3	-0.6	-2	0
CCOC(=S)SCC(=O)N1CCc2ccccc2C1C1C(=O)CCCC1=O (configuration not stated)	-4	-8	-0.1	2	-9	-8	0.3	-1	2
O=S(=O)(c1ccc(Oc2ccc3oc4ccccc4c3c2)nc1)N1CCCC1	-2	11	0.1	8	12	5	0.9	-2	2
CC(NC(=O)c1ccccc1Br)c1ccc2c(c1)CCCC2 (configuration not stated)	8	-3	-0.8	16	-13	3	0.6	9	-1
CCOc1cc(CNCc2cc(OC)cc(OC)c2)ccc1OC	0	-20	0.6	-13	7	-6	0.9	-9	13
CCSc1nnc(NC(=O)[C@@H](NC(=O)c2cccc(C)c2)C(C)C)s1	-5	11	0.0	.	7	2	-1.0	3	1
CCCn1nnnc1NC(=O)COc1ccc(CC)cc1	0	15	-0.2	-1	2	-1	-0.5	7	1
COc1ccc(CCNC(=O)Cn2c(=O)n(-c3ccc(C)c(F)c3)c(=O)c3sccc32)cc1OC	13	1	0.0	17	19	10	0.9	-15	0
CC(=O)N1c2ccc(S(=O)(=O)N(C)CC(=O)NC(C)c3ccccc3)cc2CC1C (configuration not stated)	-1	-2	-0.1	-13	3	9	-0.4	6	-1
Cc1nc(NCCCO)c(C#N)c2c1COC(C)(C)C2	-2	1	0.2	-7	8	-6	-1.7	-5	4
Cc1cc(C)nc(CCNC(=O)c2cc(COc3c(C)cccc3C)on2)n1	-12	0	-0.1	-4	-13	-6	1.0	-5	0
CCc1nnc(NC(=O)[C@@H]2CCCN2S(=O)(=O)c2ccc3c(c2)OCCO3)s1	3	11	-0.1	4	12	-4	-0.2	2	1
Cc1cccc(N/N=C/c2ccc(C)s2)c1	-7	12	0.1	-1	16	-8	-1.8	2	0
O=c1c2ccccc2nc2n1C(CSCc1ccccc1)CS2 (configuration not stated)	-5	15	-0.1	-5	-23	12	-0.7	1	0
Cc1ccc(-c2noc(CN(C(=O)CCCCCN3C(=O)c4ccccc4C3=O)C(C)C)n2)cc1	-2	0	2.1	11	-11	5	1.8	3	13
Cn1c(=O)cc(SCC(=O)NCCCN2CCN(c3ccc(F)cc3)CC2)c2ccccc21	-10	-7	-0.6	21	91*	-26	33*	3	-1
c1ccc(CCn2cnc3ccccc32)cc1	5	-1	0.1	-2	-16	6	2.3	-1	4
CC(C)CC(=O)N1CCN(Cc2ccccc2[N+](=O)[O-])CC1	-5	5	-3.3	-1	2	5	-1.1	13	3
O=C(Nc1ccc(F)cc1)c1oc2ccccc2c1NC(=O)C1CCCC1	-3	22	0.5	-7	-26	-2	-0.5	0	4
Cc1ccc(CNC(=O)COc2ccc(C)nc2[N+](=O)[O-])cc1	0	2	-0.5	-2	26	12	0.4	2	1
CCn1c(=O)n(CC)c2cc(N3CCCCC3)c(NC(=O)Nc3cc(Cl)ccc3OC)cc21	-2	3	0.2	-15	.	2	1.2	-1	1
C[n+]1cc[nH]c1SCC(=O)c1ccc(Cl)cc1	0	-4	-0.3	-7	-3	-3	0.2	-7	1
CN1CCN(CC(=O)Nc2ccc(Oc3ccccc3)cc2)CC1	1	-8	0.9	5	-25	-6	0.8	-8	10
COc1ccc(C(=O)NN(c2ccccc2)c2ccccc2)cc1	-7	1	0.0	-5	5	-4	-1.0	17	0
CCOC(=O)c1ccc(NC(=S)NCCCN2CCCC2=O)cc1	-4	0	0.2	-17	9	-13	-0.3	-2	6
Cc1ccc(S(=O)(=O)CCC(=O)OC(C)C(=O)Nc2ccc(N3CCOCC3)cc2)cc1 (configuration not stated)	-8	14	0.3	0	-18	-10	0.3	-15	-1
CCOc1ccc(NC(=S)Nc2cccc3cnccc23)cc1	-1	-8	-0.2	.	-8	5	-0.6	-4	3

D2 antag: hit marks shown above
| compound | D1 potentiator | D1 antag | TRHR agonist | RXFP1 antagonist | D2 antag | D2 potentiator | TRHR PAM | D1 agonist |
| --- | --- | --- | --- | --- | --- | --- | --- | --- |
| Cn1c(=O)cc(SCC(=O)NCCCN2CCN(c3ccc(F)cc3)CC2)c2ccccc21 | -10 | -7 | -0.6 | 21 | 91* | -26 | 3 | -1 |

(cont.)
SMILES	D1 potentiator	D1 antag	TRHR agonist	RXFP1 antagonist	D2 antag	D2 potentiator	D2 agonist	TRHR PAM	D1 agonist
O=C(Nc1nnc(-c2ccc(Cl)cc2)o1)c1ccccc1Br	.	-15	-0.3	.	19	-6	-1.7	1	2
CC(=O)NC(=S)Nc1ccc(NC(=O)COc2ccc(Cl)cc2Cl)cc1	-3	23	-1.1	-3	-6	11	-0.2	10	3
Cc1ccsc1CCNC(=O)C1CCC(=O)N(CCc2cccc(F)c2)C1 (configuration not stated)	-3	-37*	-0.4	-8	-4	-6	-0.5	2	3
O=C(N/N=C(\c1ccccc1)c1ccccn1)c1cccc([N+](=O)[O-])c1	-3	-26	0.2	-8	4	2	0.1	1	-1
CC1(O)CC(c2ccc(Cl)cc2)=NN1C(=O)c1ccc([N+](=O)[O-])cc1 (configuration not stated)	1	4	0.3	-28	7	-2	-1.6	1	8
CCOc1cc(/C=C2\SC(=Nc3ccccc3)N(c3ccccc3)C2=O)ccc1OCC(=O)O	-3	19	-0.2	-1	2	0	0.9	-9	1
Cc1cccc(Nc2ccc3nonc3c2[N+](=O)[O-])c1C	-9	-9	-0.6	-10	-8	8	-0.6	-1	1
CC(Oc1ccc(Cl)cc1)C(=O)NCCCn1ccnc1 (configuration not stated)	-7	4	0.1	20	7	-3	0.0	-7	0
Cc1cc(CNC(=O)COc2ccc([N+](=O)[O-])cc2)c2ccccc2n1	-17	-3	-0.5	1	10	-4	1.0	-11	2
COc1ccc(C(=O)CCC(=O)O)cc1	.	11	0.4	.	-24	3	-0.3	3	2

Record cards, from the list above. Screens in order: D1 potentiator | D1 antag | TRHR agonist | RXFP1 antagonist | D2 antag | D2 potentiator | D2 agonist | TRHR PAM | D1 agonist
`CC(=O)NC(=S)Nc1ccc(NC(=O)COc2ccc(Cl)cc2Cl)cc1` across the screens: -3 | 23 | -1.1 | -3 | -6 | 11 | -0.2 | 10 | 3
`CC(Oc1ccc(Cl)cc1)C(=O)NCCCn1ccnc1` (configuration not stated) across the screens: -7 | 4 | 0.1 | 20 | 7 | -3 | 0.0 | -7 | 0
`CC1(O)CC(c2ccc(Cl)cc2)=NN1C(=O)c1ccc([N+](=O)[O-])cc1` (configuration not stated) across the screens: 1 | 4 | 0.3 | -28 | 7 | -2 | -1.6 | 1 | 8
`Cc1cccc(Nc2ccc3nonc3c2[N+](=O)[O-])c1C` across the screens: -9 | -9 | -0.6 | -10 | -8 | 8 | -0.6 | -1 | 1
`COc1ccc(C(=O)CCC(=O)O)cc1` across the screens: . | 11 | 0.4 | . | -24 | 3 | -0.3 | 3 | 2

Going on with the list.
SMILES	D1 potentiator	D1 antag	TRHR agonist	RXFP1 antagonist	D2 antag	D2 potentiator	D2 agonist	TRHR PAM	D1 agonist
O=C(CN1C(=O)C2C3C=CC(C3)C2C1=O)Nc1ccc2c(c1)OCCO2 (configuration not stated)	-4	3	0.0	7	-1	4	0.5	0	-1
O=C(CCNC(=O)N1CCn2c1nc1ccccc12)NCc1ccccc1	0	5	-0.9	-13	18	-9	-0.4	7	4
CCOc1ccc2nc(NC(=S)N(C)C)sc2c1	-3	-18	-0.4	-18	9	-2	0.0	6	-1
CCN(CC(=O)Nc1c(F)cccc1F)C(=O)c1nc2nccc(C)n2n1	0	8	0.2	-2	4	-6	-0.3	0	0
CCCCCNc1c(C(=O)OCC)c(=O)[nH]c2ccccc12	-8	-1	-0.6	1	-6	-4	-1.0	2	0

Screening data deposited in PubChem BioAssay by National Center for Advancing Translational Sciences (NCATS).
